Pol kappa inh – qHTS for Inhibitors of Polymerase Kappa; DNA polymerase kappa (Homo sapiens), Q9UBT6; purified Pol kappa, fluorescent DNA synthesis assay, 10 min; Potency, µM (titrated, usually from 107 µM), without a hit: top-dose activity, negative = inhibition, hits mostly inhibitors; hit rate 0.53% among 400,000; AID 588579, 2011; note: potency is the fitted concentration of half-maximal effect; % is set by controls: 0 for no effect and ±100 for the full control effect
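10 nM Pol kappa preincubated 15 min at room temperature with compounds, then reaction started with substrate at 50 nM final. Fluorescence read kinetically at 0 and 10 min; buffer-only wells served as negative control.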
ERG-DNA inh – qHTS for Small Molecule Inhibitors of the ERG Ets/DNA interaction | hit rate 0.028% among 370,000 | fluorescence polarization, His-ERG Ets domain / labelled DNA | Potency, µM (highest dose often 76.9 µM), without a hit: at the top dose FP activity, negative = inhibition, usual class: inhibitors; active = well fitted inhibition curve with a large enough effect in the polarisation, with a control signal flat; inconclusive = small, poorly fitted or top-dose-only effect, or effect the other way, or a change in a side signal; inactive = no such curve, though single readings can be large or run the other way; the % refers to the polarisation;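 note: polarization taken with two DNA probes labelled with fluorescein and Texas red; potency is the fitted concentration of half-maximal effect; % of control where 0% means no effect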
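His-tagged ERG Ets domain (1 uM in the protein solution; 300mM KCl, 50mM Tris-HCl, 1mM EDTA, 1mM DTT, pH 7.5) received compound, then a probe mix of 5 nM fluorescein-DNA and 100nM Texas-615-DNA. Fluorescence polarization was read for both dyes.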
Pol iota inh – qHTS for Inhibitors of Polymerase Iota. DNA polymerase iota (Homo sapiens), Q9UNA4. Pol iota fluorescent replication assay, 10 min. Potency, µM (highest dose often 115 µM), for inactives: at the highest dose activity, negative = inhibition, most hits filed as inhibitors. hit rate 1% among 390,000. AID 588590, 2011; note: potency is the fitted concentration of half-maximal effect
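Pol iota at 10 nM preincubated 15 min with compounds at room temperature; reaction started with fluorescent substrate, 50 nM final. Fluorescence read kinetically at 0 and 10 min; buffer-only wells as negative control.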
APE1 inh – qHTS Assay for Inhibitors of the Human Apurinic/apyrimidinic Endonuclease 1 (APE1); DNA repair nuclease/redox regulator APEX1 (Homo sapiens), P27695; recombinant APE1, TAMRA/BHQ-2 abasic DNA cleavage fluorescence; Potency, µM (doses to about 65.8 µM), without a hit: at the top dose activity change, negative = inhibition, usual class: inhibitors; hit rate 0.35% among 350,000; AID 2517, 2012;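 note: potency is the fitted concentration of half-maximal effect; plate controls were vehicle for no effect and reference inhibitor for full effect; nearly all actives have a fitted effect of over 55% in size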
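Activity was derived from the fluorescence gain between first and third kinetic reads (60 s intervals, ex 525/em 598 nm) after 50 nM THF-abasic TAMRA/BHQ-2 duplex was added to 0.75 nM APE1 preincubated 15 min with compound.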
BLM helicase inh – qHTS Assay for Inhibitors of Bloom's syndrome helicase (BLM). Potency, µM (titrated, usually from 56.1 µM), without a hit: at the highest dose activity change, negative = inhibition, hits mostly inhibitors. recombinant BLM DNA unwinding, fluorescence dequenching. RecQ-like DNA helicase BLM (Homo sapiens), P54132. hit rate 0.2% among 350,000;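 note: potency is the fitted concentration of half-maximal effect; plate controls were vehicle for no effect and no enzyme for full effect; nearly all actives have a fitted effect of over 35% in size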
Target sequence (P54132 whole entry, looked up): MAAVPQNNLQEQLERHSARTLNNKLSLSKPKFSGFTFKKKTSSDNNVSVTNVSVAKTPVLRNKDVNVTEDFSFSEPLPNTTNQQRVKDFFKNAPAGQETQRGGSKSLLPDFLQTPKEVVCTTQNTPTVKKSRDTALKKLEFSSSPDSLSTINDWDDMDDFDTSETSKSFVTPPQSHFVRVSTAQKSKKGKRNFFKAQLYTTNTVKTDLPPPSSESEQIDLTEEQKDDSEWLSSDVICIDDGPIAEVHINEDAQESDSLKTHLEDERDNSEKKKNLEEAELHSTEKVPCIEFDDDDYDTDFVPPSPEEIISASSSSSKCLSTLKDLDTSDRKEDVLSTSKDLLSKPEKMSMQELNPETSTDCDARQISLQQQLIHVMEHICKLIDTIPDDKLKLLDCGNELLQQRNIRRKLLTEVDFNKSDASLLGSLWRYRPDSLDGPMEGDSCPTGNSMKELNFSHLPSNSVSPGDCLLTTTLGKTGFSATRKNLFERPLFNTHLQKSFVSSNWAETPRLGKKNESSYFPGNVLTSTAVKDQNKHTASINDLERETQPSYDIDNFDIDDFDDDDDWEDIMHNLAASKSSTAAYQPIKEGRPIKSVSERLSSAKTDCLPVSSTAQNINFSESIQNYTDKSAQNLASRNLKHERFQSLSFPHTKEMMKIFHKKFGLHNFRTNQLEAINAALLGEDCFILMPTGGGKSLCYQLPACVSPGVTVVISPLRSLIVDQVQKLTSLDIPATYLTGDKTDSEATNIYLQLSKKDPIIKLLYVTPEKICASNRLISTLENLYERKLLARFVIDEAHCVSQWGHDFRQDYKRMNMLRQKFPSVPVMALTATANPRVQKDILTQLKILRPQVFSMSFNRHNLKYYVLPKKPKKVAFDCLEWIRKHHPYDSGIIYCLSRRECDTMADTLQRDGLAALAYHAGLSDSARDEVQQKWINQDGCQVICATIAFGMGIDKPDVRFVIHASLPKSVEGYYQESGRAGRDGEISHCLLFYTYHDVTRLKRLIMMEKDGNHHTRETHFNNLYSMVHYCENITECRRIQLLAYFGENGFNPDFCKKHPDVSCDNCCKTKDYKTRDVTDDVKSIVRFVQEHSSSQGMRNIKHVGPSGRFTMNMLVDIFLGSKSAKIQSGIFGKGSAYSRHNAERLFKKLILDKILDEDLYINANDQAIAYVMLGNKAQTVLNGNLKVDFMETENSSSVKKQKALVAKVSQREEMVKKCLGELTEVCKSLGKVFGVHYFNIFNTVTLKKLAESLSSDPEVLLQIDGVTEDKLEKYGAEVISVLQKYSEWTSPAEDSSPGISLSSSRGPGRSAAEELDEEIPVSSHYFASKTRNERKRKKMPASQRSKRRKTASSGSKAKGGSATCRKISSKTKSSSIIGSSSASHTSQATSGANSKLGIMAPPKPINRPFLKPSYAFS
Anesthetic bind – qHTS Assay for Identification of Novel General Anesthetics | apoferritin/1-aminoanthracene competitive binding, fluorescence | hit rate 0.074% among 350,000 | Potency, µM (highest dose often 77.5 µM), for the others: at the highest dose activity change, negative = displacement, hits mostly inhibitors | AID 485281, 2010; note: potency is the fitted concentration of half-maximal effect; % is set by controls: 0 for no effect and ±100 for the full control effect; nearly all actives have a fitted effect of over 20% in size
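Steps: apoferritin (10 uM) was premixed with half-saturated 1-AMA in PBS, compounds were pin-transferred, plates stood 10 min at room temperature, fluorescence was read at 380/535 nm, and curves were fitted with a Hill equation.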
POLB inh – qHTS Assay for Inhibitors of DNA Polymerase Beta; P06746; Pol beta primer extension/strand displacement, fluorescence kinetic; Potency, µM (top dose mostly 114 µM), for inactives: at the highest dose activity change, negative = inhibition, actives largely listed as inhibitors; hit rate 1.3% among 340,000; AID 485314, 2010; note: potency is the fitted concentration of half-maximal effect; % is set by controls: 0 for no effect and ±100 for the full control effect
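Homogeneous kinetic assay of primer extension and strand displacement by 10 nM Pol beta, preincubated 15 min at room temperature with compound before 50 nM substrate (final) was added. Read at 0 and 10 min; four-parameter Hill fit.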
TRHR agonist – qHTS for Small Molecule Agonists and Allosteric Enhancers of Human TRH Receptor: Primary Screen for Agonists; Thyrotropin-releasing hormone receptor (Homo sapiens), P34981; TRHR cells, calcium flux fluo-8, FDSS agonist mode; activation, % at 2 µM; hit rate 0.18% among 360,000; AID 493084, 2011; in the data active = activation above about 30%; note: 0% is about no effect
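TRHR-expressing cells loaded with fluo-8 calcium dye; 23 nL library compound pin-transferred, kinetic FDSS fluorescence (Ex 480/Em 530) recorded about 180 s for agonist-induced calcium release, before a 10 nM TRH EC20 addition for potentiator mode.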
ALOX12 inh – Primary qHTS assay for inhibitors of human arachidonate 12S-lipoxygenase (ALOX12): Round 2; AID 1671190, 2021; Polyunsaturated fatty acid lipoxygenase ALOX12 (Homo sapiens), P18054; purified 12hLO, xylenol orange hydroperoxide absorbance; hit rate 1.1% among 580,000; Potency, µM (highest dose often 108 µM), without a hit: top-dose activity change, negative = inhibition, actives largely listed as inhibitors; note: potency is the fitted concentration of half-maximal effect; % is set by controls: 0 for no effect and ±100 for the full control effect
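Purified human 12hLO (150 nM final) in 25 mM Hepes, 0.01% Triton X-100, pH 7.0 was preincubated 15 min at room temperature with compound. Then 40 uM arachidonic acid was added, 30 min. Hydroperoxide was read by Fe-XO absorbance ratio 573/405 nm.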
The depositor's hits bear a star; ? = inconclusive; · = not tested or not shown; & = joins results of further samples; [ ] = remark or other dose. Unless noted, calls come from the whole dose curve; as a rule, active = well fitted curve in the direction sought with a large enough effect; inconclusive = small, poorly fitted or top-dose-only effect, or another doubt; inactive = no such curve, though single readings can be large; an effect the other way counts as inactive or inconclusive.

nr | SMILES | Pol kappa inh | ERG-DNA inh | Pol iota inh | APE1 inh | BLM helicase inh | Anesthetic bind | POLB inh | TRHR agonist | ALOX12 inh
1 | COCCNC(=O)c1ccc(CS(=O)(=O)c2ccc(C)cc2)o1 | 1% | 2% | 7% | -4% | 0% | -18% | 3% | 0.0 | -8%
2 | CC12CCC(C(=O)N3CCCCC3)([C@H](Br)C1=O)C2(C)C (stereo partly drawn) | 4% | -4%[15.4 µM] | 27% | -8% | -6% | -6% | 0% | -0.3 | 0%
3 | Cc1cccc(NC(=O)[C@H](Cc2c[nH]c3ccccc23)NC(=O)[C@@H]2Cc3ccccc3CN2)c1 | -16% | 3% | 17% | 29% | -6% | ? | 12% | -1.1 | 28%
4 | Cc1c(C(=O)N(Cc2ccccc2)C2CCS(=O)(=O)C2)oc2ccccc12 (stereo not drawn) | -4% | 15% | 6% | 19% | -1% | -1% | -1% | -0.5 | -21%
5 | CN(CC(=O)N1CCN(c2ccc(F)cc2)CC1)S(=O)(=O)c1ccc2c(c1)c(=O)n(C)c(=O)n2C | 0% | -5% | 25% | 8% | -7% | -1% | 0% | -0.6 | 1%
6 | Cc1csc2nc(COC(=O)c3ccccc3NC(=O)c3ccc(C(C)(C)C)cc3)cc(=O)n12 | -6%[60.1 µM] | 1% | 9% | · | -7% | 43%[activator] | 2% | 0.7 | ?
7 | Cc1c(/C(O)=C2\C(=O)C(=O)N(CCN(C)C)C2c2ccco2)cnn1-c1ccccc1 (stereo not drawn) | -4% | -3% | 16% | -6% | -3% | -5% | 3% | 0.7 | -2%
8 | N#Cc1c(NC(=O)C2CC(c3ccccc3O)=NO2)sc2c1CCC2 (stereo not drawn) | -29% | 3% | -5% | -4% | 2% | -12% | 1% | -0.1 | ?
9 | Cc1ccc(-n2nc(C)c3c(C)c(CCC(=O)NC(C)c4ccccc4)c(C)nc32)cc1 (stereo not drawn) | -13%&3% | -2%&25% | -3%&75% | -1% | 0%&-4% | -4%&-7% | 28%&1% | -0.3&0.4 | -7%&7%
10 | Cc1cc(-n2nc(C)cc2C)n2ncc(-c3ccccc3)c2n1 | -1% | -9% | -5% | -3% | -7% | -10% | 36% | -0.4 | 4%
11 | Cc1ccc(NC(=O)CCS(=O)(=O)c2ccc3nc(C)sc3c2)cc1 | -4%&-12% | 1%&-4% | -12%&-13% | 51%[activator] | 2%&2% | -5%&-15% | 0%&3% | -0.2&0.0 | 439%&-12%[activator]
12 | CCOc1cc(-c2c(C#N)c(N)nc3c2CCc2ccccc2-3)ccc1O | 1% | -5% | 22% | 2% | -12% | -6% | 6% | 0.2 | ?
13 | COc1cc2c(cc1OC)C(c1cccs1)N(C(=O)C(C)C)CC2 (stereo not drawn) | -10% | -5% | 30% | 1% | -3% | -13% | 25% | -0.6 | 7%
14 | Cc1cccc(CSc2nc3c(cc2C#N)CCC3)c1 | 0% | -1% | 7% | -2% | 3% | 0% | 3% | 0.0 | -23%
15 | COc1ccc(CCN(C)C(=O)C2CCN(Cc3cccc(OC)c3OC)CC2)cc1OC | -4% | -3% | 215%[activator] | 13% | 2% | -5% | 1% | -0.4 | ?
16 | CCOC(=O)C1CCCN(C(=O)/C=C/c2cccc([N+](=O)[O-])c2)C1 (stereo not drawn) | -8% | 2% | 4% | 12% | -8% | -17% | 46% | -0.7 | 69%[activator]
17 | CCOc1ccc(-c2cc(NC(=O)c3c(F)cccc3F)c(C(=O)OC)s2)cc1 | -11% | 13% | 14% | · | -3% | 33%[activator] | -11% | 0.3 | -7%
18 | Cc1ccc(-c2nc3ccccc3[nH]2)cc1N | -11% | · | 0% | -4% | 0% | -17% | -24% | -0.7 | 8%[57.4 µM]
19 | CCOC(=O)COc1cc2c3c(c(=O)oc2cc1C)CCCC3 | -2% | 5% | 6% | -2% | 0% | -6% | 6% | -0.7 | -1%
20 | COc1ccc(NC(=O)C2CCC(C(C)(C)C)CC2)cc1S(=O)(=O)N1CCCCC1 (stereo not drawn) | -1% | 11% | 2% | 0% | -9% | 1% | 10% | -0.7 | -10%
21 | CCOC(=O)c1c(NC(=O)CSc2nnnn2C)sc(C(=O)N(C)C)c1C | -5% | -8% | 48%[activator] | 2% | 0% | -6% | 14% | 1.4 | -9%
22 | Cc1ccc(OCc2cc(C(=O)N3CCC(Oc4cccnc4)CC3)no2)cc1C | -4% | 0% | 29% | -10% | -4% | 2% | 1% | 0.2 | 0%
23 | CC1=NN(c2ccc(C(=O)O)cc2)C(=O)CC1 | 1% | 3% | 41%[activator] | -8% | 1% | -2% | ? | 0.4 | -47%
24 | Cc1nn(Cc2ccc(Cl)cc2Cl)c(C)c1NC(=O)CCl | 0% | -9% | -3% | -6% | 2% | -12% | 3% | -0.6 | 0%
25 | CC(C)c1ccc(CNc2nc(-c3ccco3)nn2S(=O)(=O)c2ccc(F)cc2)cc1 | -18% | -1% | ? | · | -12% | -19% | -22% | 0.2 | ?
26 | COc1ccc(CCNC(=O)c2ccc(Cn3c(SCc4ccccc4)nc4cccnc43)cc2)cc1 | 3% | 12% | 12% | · | -6% | -10% | 15% | 0.5 | -7%
27 | CC[C@H](C)[C@H](NC(N)=O)C(=O)Nc1ccc(OC)c(Cl)c1 | -5% | 7% | 13% | -3% | -4% | -2% | 17% | -0.3 | 3%
28 | Cc1cccc(-n2cc(CNCCc3nc(C)cc(C)n3)c(-c3cccc(F)c3)n2)c1 | -1% | 7% | 41%[activator] | -1% | 2% | -19% | ? | 0.9 | ?
29 | CCCN(CCC)C[C@@H]1CCCCN1CCNC(=O)N1c2ccccc2C(=O)Nc2cccnc21 | -14%[19.4 µM] | · | · | 27% | -4% | · | · | · | ?
30 | COc1ccccc1CNC(=O)CCNS(=O)(=O)c1ccc2[nH]c(=O)oc2c1 | -24% | 6% | -21% | 70%[activator] | 0% | -8% | ? | 0.4 | -25%
31 | Cc1ccc(NC(=O)C2=CCN(S(=O)(=O)c3ccc(F)cc3)CC2)c(C)c1 | -4% | 0% | 23% | 10% | 2% | -3% | 25% | -0.4 | 12%
32 | COc1ccc(S(=O)(=O)Cc2ccc(C(=O)NCCCN(C)c3ccccc3)o2)cc1 | 4% | -3% | -6% | -6% | -2% | -14% | -5% | -0.4 | 1%

Retrieved one by one from above, two records:
nr | SMILES | Pol kappa inh | ERG-DNA inh | Pol iota inh | APE1 inh | BLM helicase inh | Anesthetic bind | POLB inh | TRHR agonist | ALOX12 inh
28 | Cc1cccc(-n2cc(CNCCc3nc(C)cc(C)n3)c(-c3cccc(F)c3)n2)c1 | -1% | 7% | 41%[activator] | -1% | 2% | -19% | ? | 0.9 | ?
31 | Cc1ccc(NC(=O)C2=CCN(S(=O)(=O)c3ccc(F)cc3)CC2)c(C)c1 | -4% | 0% | 23% | 10% | 2% | -3% | 25% | -0.4 | 12%

The list goes on.
nr | SMILES | Pol kappa inh | ERG-DNA inh | Pol iota inh | APE1 inh | BLM helicase inh | Anesthetic bind | POLB inh | TRHR agonist | ALOX12 inh
33 | O=C1OCCC1Sc1nnc(-c2ccc(Cl)cc2)n1Cc1ccccc1 (stereo not drawn) | -13% | -11% | 164%[activator] | -1% | 1% | -8% | 0% | -0.3 | -18%
34 | O=C(O)CCC(=O)Nc1ccc(C(=O)OC2CCCCC2)cc1 | -12% | · | -1% | 0% | 4% | -15% | 33% | 0.3 | 20%
35 | CCOCCCNS(=O)(=O)Cc1ccccc1 | 5% | 0% | 13% | -6% | 3% | 2% | 25% | -1.6 | 0%
36 | CCOC(CCn1c(SCC(=O)Nc2cc(C)on2)nc2ccccc2c1=O)OCC | -11% | 0% | -1% | -1% | 0% | -6% | 2% | -1.5 | 1%
37 | COc1ccccc1CNN | 1% | 0% | ? | 1% | -1% | -6% | 22% | 0.0 | -4%
38 | CCCN1CCN(CCCNC(=O)Cn2c(-c3cccs3)cc3cc(Cl)ccc32)CC1 | -14% | -7% | 9% | · | -9% | -11% | 6% | 1.1 | -28%
39 | Cc1cc(C(C)(C)C)oc1C(=O)N(CC(=O)NC1CCCC1)c1cccc(C(F)(F)F)c1 | -17% | · | 16% | 1% | 1% | -5% | -1% | 2.0 | ·
40 | Cc1ccc(S(=O)(=O)N2C[C@@H]3CCCC[C@@H]3[C@@H](C)[C@H]2c2cn(Cc3ccccc3)c3ccccc23)cc1 | -6% | -13% | -12% | 5% | · | · | · | · | 9%
41 | COc1ccc(OC)c(C(=O)COC(=O)c2cccnc2Cl)c1 | -19% | 1% | 20% | -9% | -3% | -18% | 29% | -0.8 | -25%
42 | Cc1cc2cc(CCNC(=O)CCc3ccccc3)c(=O)[nH]c2cc1C | -2% | -10% | -17% | 3% | 1% | -18% | 18% | -1.1 | -7%
43 | CC(C)(C)C1CCc2c(sc(NC(=O)c3ccccc3F)c2C(=O)N2CCCCC2)C1 (stereo not drawn) | 5% | -3% | 3% | · | -13% | -12% | 0% | -0.1 | ?
44 | COc1ccc(S(=O)(=O)Nc2ccc(Oc3ncccn3)c(Cl)c2)cc1 | 0% | 10% | -2% | 2% | -5% | ? | -3% | -0.7 | 0%
45 | Cc1cc(C(=O)Nc2cccc3c2O[C@@H](CN(C)S(=O)(=O)c2ccccc2)[C@H](C)CN([C@@H](C)CO)C3=O)n(C)n1 | 4% | 2% | 49%[activator] | 27% | · | · | · | · | -8%

This is a subset; count on the stated rates, not on these rows.
